# Screens: PubChem BioAssay, National Center for Advancing Translational Sciences (NCATS)
# rTrxR1 inhibitor = rat TrxR1 inhibition. recombinant rTrxR1, NADPH fluorescence consumption, selenite substrate. Potency, µM (titrated, usually from 114 µM), for the others: top-dose activity change, negative = inhibition, hits mostly inhibitors. 390,000 compounds, 1% hits. AID 588453; note: % is set by controls: 0 for no effect and ±100 for the full control effect; nearly all actives have a fitted effect of over 65% in size
# Target sequence (O89049 whole entry, looked up): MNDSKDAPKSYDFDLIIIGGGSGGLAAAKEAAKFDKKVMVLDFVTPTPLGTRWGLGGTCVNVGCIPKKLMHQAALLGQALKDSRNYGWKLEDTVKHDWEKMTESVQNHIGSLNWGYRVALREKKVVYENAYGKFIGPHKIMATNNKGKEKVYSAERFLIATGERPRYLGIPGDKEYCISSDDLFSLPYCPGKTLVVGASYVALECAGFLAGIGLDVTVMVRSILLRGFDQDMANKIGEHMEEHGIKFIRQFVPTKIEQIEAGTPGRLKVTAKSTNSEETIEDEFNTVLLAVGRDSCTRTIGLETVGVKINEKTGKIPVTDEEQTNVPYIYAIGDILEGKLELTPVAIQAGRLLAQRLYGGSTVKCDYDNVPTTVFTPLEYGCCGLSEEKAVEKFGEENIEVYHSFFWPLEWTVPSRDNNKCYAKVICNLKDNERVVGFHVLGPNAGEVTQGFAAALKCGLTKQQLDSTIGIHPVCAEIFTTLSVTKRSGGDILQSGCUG
#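 Rat TrxR1 (90 nM in the dispensed reagent) was pre-reduced with 400 uM NADPH for 5 min at room temperature, then incubated with compound for 15 min. After 400 uM selenite was added, NADPH fluorescence (Ex 340/Em 450 nm) was followed for 8 min.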
# Pin1 inh = inhibitors of human Pin1 | Pin1 FP peptide displacement, HiFluor488, 10 min | Potency, µM (highest dose often 115 µM), for the others: at the highest dose activity, negative = inhibition, hits mostly inhibitors | 390,000 compounds, 0.009% hits | AID 504891; active = well fitted inhibition curve with a large enough effect in the polarisation, with a control signal flat, not every such curve was filed as active; inconclusive = small, poorly fitted or top-dose-only effect, or effect the other way, or a change in a side signal; inactive = no such curve, though single readings can be large or run the other way; the % refers to the polarisation; note: % is set by controls: 0 for no effect and ±100 for the full control effect
# Target sequence (Q13526 whole entry, looked up): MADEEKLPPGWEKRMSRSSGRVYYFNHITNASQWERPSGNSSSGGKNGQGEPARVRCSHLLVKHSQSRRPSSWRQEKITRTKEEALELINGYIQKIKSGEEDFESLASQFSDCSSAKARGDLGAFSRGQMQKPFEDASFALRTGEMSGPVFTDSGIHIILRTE
# RGS4 inhibitor = inhibitors of human regulator of G protein signaling 4; P49798; Transcreener GDP fluorescence polarization, RGS4-accelerated GTP hydrolysis; Potency, µM (highest dose often 114 µM), without a hit: at the top dose activity change, negative = inhibition, hits mostly inhibitors; 390,000 compounds, 0.039% hits; note: % is set by controls: 0 for no effect and ±100 for the full control effect; nearly all actives have a fitted effect of over 75% in size; some results filed as inactive show a strong effect at the top dose
#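 MLSMR compounds (23 nl, pin-transferred) preincubated 10 min at room temperature with a 500nM (2x) first reagent, then RGS4 at 900nM (2x) plus Transcreener GDP mix added; fluorescence polarization (620/688 nm) read before and after 90 min at 30 °C.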
# 12-LOX inh = inhibitors of human 12S-lipoxygenase ALOX12; purified 12hLO, xylenol orange hydroperoxide absorbance; Potency, µM (series often up to 108 µM), inactives show at the highest dose activity change, negative = inhibition, usual class: inhibitors; 580,000 compounds, 1.1% hits; AID 1671190; note: % is set by controls: 0 for no effect and ±100 for the full control effect
#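 Purified human 12hLO (150 nM final) in 25 mM Hepes, 0.01% Triton X-100, pH 7.0 was preincubated 15 min at room temperature with compound. Then 40 uM arachidonic acid was added, 30 min. Hydroperoxide was read by Fe-XO absorbance ratio 573/405 nm.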
# JMJD2A Tudor inh = JMJD2A Tudor domain (human) inhibition; O75164; AlphaScreen JMJD2A-Tudor / H3K4me3 peptide binding; Potency, µM (doses to about 114 µM), inactives show at the top dose activity change, negative = inhibition, actives largely listed as inhibitors; 390,000 compounds, 4.4% hits; AID 504339; note: % is set by controls: 0 for no effect and ±100 for the full control effect; nearly all actives have a fitted effect of over 50% in size
# Tb PGK inh = inhibitors of T. brucei phosphoglycerate kinase; AID 602233; P07378; Potency, µM (doses to about 57.5 µM), without a hit: at the highest dose activity change, negative = inhibition, hits mostly inhibitors; 380,000 compounds, 0.043% hits; PGK/GAPDH coupled, Kinase-Glo luminescence, 60 min; note: % is set by controls: 0 for no effect and ±100 for the full control effect; nearly all actives have a fitted effect of over 60% in size
#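 Luminescent ATP detection (Kinase-Glo Plus) follows a 60-minute room-temperature incubation, with wells lacking PGK as controls. Buffer: 100 mM TEA (pH 7.6), 5 mM MgCl2, 0.01% Tween-20. Coupling enzyme GAPDH (100 nM final) supplies unstable 1,3-BPG in-well.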
# GLS inhibitor = glutaminase GLS (human) inhibition; AID 624170; 410,000 compounds, 0.21% hits; GLS enzymatic activity, qHTS titration; O94925; Potency, µM (top dose mostly 45.5 µM), for the others: top-dose activity change, negative = inhibition, most hits filed as inhibitors; note: % is set by controls: 0 for no effect and ±100 for the full control effect
#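 Two-point fluorescence kinetic (t0, 30 min RT) for hKGA; glutamate detected via glutamate oxidase–HRP–Amplex Red. Substrate: 1 mM L-glutamine solution; buffer 45 mM KH2PO4, pH 8.2.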
# ERG-DNA inh = ERG Ets/DNA interaction inhibition. P11308. fluorescence polarization, His-ERG Ets domain / labelled DNA. Potency, µM (titrated, usually from 76.9 µM), inactives show top-dose FP activity, negative = inhibition, hits mostly inhibitors. 370,000 compounds, 0.028% hits. AID 624246; active = well fitted inhibition curve with a large enough effect in the polarisation, with a control signal flat; inconclusive = small, poorly fitted or top-dose-only effect, or effect the other way, or a change in a side signal; inactive = no such curve, though single readings can be large or run the other way; the % refers to the polarisation;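 note: polarization taken with two DNA probes labelled with fluorescein and Texas red; % of control where 0% means no effect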
#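 His-tagged ERG Ets domain (1 uM in the protein solution; 300mM KCl, 50mM Tris-HCl, 1mM EDTA, 1mM DTT, pH 7.5) received compound, then a probe mix of 5 nM fluorescein-DNA and 100nM Texas-615-DNA. Fluorescence polarization was read for both dyes.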
# HP1b binding inh = HP1-beta chromodomain-methylated histone interaction inhibition | P83916 | AlphaScreen HP1-beta / biotin-H3K9me3 peptide binding | Potency, µM (highest dose often 114 µM), inactives show at the top dose activity change, negative = inhibition, hits mostly inhibitors | 390,000 compounds, 0.56% hits | AID 540317; note: nearly all actives have a fitted effect of over 70% in size; inactives centre near 23
# Target sequence (P83916 whole entry, looked up): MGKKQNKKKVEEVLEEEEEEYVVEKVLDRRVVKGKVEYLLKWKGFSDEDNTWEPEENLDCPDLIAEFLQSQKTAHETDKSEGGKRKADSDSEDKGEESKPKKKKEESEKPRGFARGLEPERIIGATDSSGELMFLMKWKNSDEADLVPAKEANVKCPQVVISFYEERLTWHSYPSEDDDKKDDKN
#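 Compound inhibition of the preformed complex between 50 nM HP1-beta and 50 nM biotinylated H3K9me3 peptide was read by AlphaScreen. Buffer was PBS pH 7.4 with 0.01% Tween-20. Incubations ran 30 min at room temperature, with 10 ug/mL donor/acceptor beads.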
# * = called active by the depositor; i = inactive; u = inconclusive; x = not tested or not shown; [ ] = another dose, or the depositor's remark. Unless noted, calls come from the whole dose curve; as a rule, active = well fitted curve in the direction sought with a large enough effect; inconclusive = small, poorly fitted or top-dose-only effect, or another doubt; inactive = no such curve, though single readings can be large; an effect the other way counts as inactive or inconclusive. Potency is the fitted concentration of half-maximal effect. Not all compounds are listed (hit frequency here may not be typical).
SMILES,rTrxR1 inhibitor,Pin1 inh,RGS4 inhibitor,12-LOX inh,JMJD2A Tudor inh,Tb PGK inh,GLS inhibitor,ERG-DNA inh,HP1b binding inh
S=C(Nc1ccc2nsnc2c1)NC1CCCCC1,u,-1%,-39%,u,-17%,-6%,12%,x,48%[activator]
O=C(NC1CCCCC1)[C@@H]1CSC2c3ccccc3C(=O)N21 (stereo partly specified),25%,0%,-5%,0%,-6%,i,1%,9%,25%
CC(C)N1CSC(=S)N(Cc2ccccc2)C1,u,3%,25%,-16%,-14%,2%,u,-3%,9%
Cc1ccc(/C=C/c2ccc(N(C)C)cc2)[n+](C)c1,5%[2.29 µM],u,-27%,u,25µM*,2%,28%,0%,6%
Cc1ccc(N2CC(NC(=O)c3ccccc3C(F)(F)F)CC2=O)cc1C (stereo unspecified),9%[57.1 µM],-4%,-25%,-27%,-4%,-7%,6%,2%,43%[activator]
CN1CCC(NC(=O)CCc2ccccc2)CC1,9%[57.1 µM],-4%,-18%,0%,-6%,-7%,-10%,13%,25%
CCN(CC)/C(Sc1ccccc1)=C(/C(Cl)=C(Cl)Cl)[N+](=O)[O-],u,3%,0%[11.4 µM],7.9µM*,-21%,i,-2%,-5%,17%
Cc1cc(/C=C2/NC(=O)N(c3ccccc3)C2=O)c(C)n1C(C)C,4%[57.1 µM],1%,-36%,-4%,u,-4%,1%,9%,u
COc1ccccc1OCCCCCCN1CCOCC1,26%,-14%,11%,-16%,20µM*,-6%,10%,7%,u
O=C(NCCCNC(=O)c1cc(Cl)ccc1Cl)c1ccco1,0%,-7%,21%,4%,-10%,-3%,-14%,0%,10%
O=C(CSc1nnc(NC(=O)c2cccc(Cl)c2)s1)NCC1CCCO1 (stereo unspecified),-9%,9%,-19%,2%,-10%,0%,-1%,1%,46%[activator]
CC(=O)N1CCN(C(=O)CCNS(=O)(=O)c2ccccc2)CC1,16%,-11%,-15%,-9%,11%,-5%,-10%,-14%,46%[activator]
CC(C1CC1)N(Cc1ccccc1)C(=O)NC(=O)c1ccccc1 (stereo unspecified),23%[57.1 µM],3%,-20%,-9%,11%,-8%,-25%,9%,36%[activator]
O=C(CCSc1nnc2ccccn12)Nc1ccc2c(c1)OCO2,-8%[57.1 µM],2%,7%,5%,-7%,-10%,-2%,-2%,16%
CCCNC(=O)c1cc2cc([N+](=O)[O-])ccc2s1,14%,-5%,10%,-14%,-6%,0%,-2%,1%,25%
O=C(CCCCCn1c(=S)[nH]c2cc3c(cc2c1=O)OCO3)N1CCN(Cc2ccccc2)CC1,-8%,6%,3%,-5%,-11%,3%,1%,4%,19%
CC1CCN(CCCNC(=O)c2coc3nc4ccccc4nc23)CC1,62%[activator][57.1 µM],12%,-4%,13%,-7%,-1%,9%,1%,34%
COc1ccc(/C=C2\N=C(c3ccccc3)N(c3ccc(C(=O)O)cc3)C2=O)cc1OC,-5%,46%[activator],-7%,-17%,-21%,i,u,5%,8%
O=C(CSC1=NC(=O)C(c2ccccc2)C(=O)N1)Nc1ccccc1Cl (stereo unspecified),19%[57.1 µM],-10%,0%,x,4%,-4%,-5%,-8%,33%
O=C(C[C@@H]1C/C=C\C[C@H](NC(=O)OCC2c3ccccc3-c3ccccc32)C(=O)OC[C@@H]2CCCN2C1=O)NCCO,-7%,4%,11%,u,-3%,-1%,6%,2%,52%[activator]
COc1cc(/C=N/Nc2ccccc2)ccc1OC(=O)c1cccs1,-12%,0%,-3%,u,-13%,3%,13%,3%,23%
Cc1cccc(C(=O)NNC(=O)C23CC4CC(CC(C4)C2)C3)c1O,7%[57.1 µM],-2%,9%,26%,-11%,0%,5%,0%,7%
O=C(N/N=C/c1ccco1)c1ccncc1,0%,-4%,-12%,0%,-19%,i,0%,6%,21%
COc1ccc(NC(=O)c2ccco2)cc1NC(=O)c1c(F)c(F)c(OC)c(F)c1F,4%[57.1 µM],4%,-8%,0%,-21%,-10%,2%,1%,22%
Cc1cc(C(=O)NNC(=O)c2cccs2)nn1C(C)(C)C,12%,-1%,-8%,2%,0%,-6%,14%,1%,18%
Cc1cc(NC(=O)COc2ccccc2C)no1,17%,-3%,27%,2%,1%,13%,3%,0%,45%[activator]
COc1ccc(-n2cnc3cc(C(=O)N4CCOCC4)ccc32)cc1,33%,-12%,-19%[56.9 µM],1%,-9%,-3%,-26%,8%,53%[activator]
O=C1CCCN1c1ccc(S(=O)(=O)Nc2cccnc2)cc1,1%[57.1 µM],5%,8%,-12%,-8%[11.4 µM],i,-8%,-21%,35%
Fc1ccc(COc2ccc(/C=N/n3cnnc3)cc2)cc1,11%[57.1 µM],-2%,11%[11.4 µM],0%,13%[57.1 µM],i,-3%,1%,56%[activator]
CC1CN(S(=O)(=O)c2ccc(C(=O)Nc3ccc(S(=O)(=O)N4CCOCC4)cc3)cc2)CC(C)O1 (stereo unspecified),-6%,-5%,-11%,0%,-3%,-1%,2%,0%,29%
Cc1ccc(C)c(N(CC(=O)NC2CCCC2)C(=O)c2cc3cc4cccc(C)c4nc3s2)c1,11%,-3%,-10%,1%[57.4 µM],-10%,-6%,4%,x,7%
O=C(NCCC1=CCCCC1)C1CCN(C(=O)N2CCOc3ccccc32)CC1,18%,-2%,17%,-7%,-16%,4%,4%,6%,19%
CN(C)CCN1C(=O)NC(C)(c2ccc([N+](=O)[O-])cc2)C1=O (stereo unspecified),21%[57.1 µM],0%,-5%,-1%,7%,-8%,5%,3%,39%
COCC(=O)N1CCC(n2nccc2NC(=O)c2ccccc2OC)CC1,-3%,-11%,-11%,1%,-3%,i,-1%,12%,28%
COc1ccc(CC(=O)Nc2cc(-c3cn4cccnc4n3)ccc2OC)cc1,-2%[57.1 µM],u,-10%,-17%,-13%,2%,4%,-16%,10%[57 µM]
Cc1ccc(C)c(OCC(O)CN2CCc3ccccc3C2)c1C (stereo unspecified),18%,2%,7%,-27%,-3%,3%,10%,-3%,31%
Cc1cc(C)c2oc(-c3cc(NC(=O)Cc4ccccc4)ccc3Cl)nc2c1,7%,u,3%,-18%,-8%,-6%,2%,-4%,32%
Cc1cc(C(=O)CSc2nc(N)cc(N)n2)c(C)n1CC1CCCO1 (stereo unspecified),-4%[57.1 µM],-1%,-34%,0%,-36%,7%,-1%,-5%,-6%[57 µM]
CC(OC(=O)CCN=C1NS(=O)(=O)c2ccccc21)C(=O)Nc1ccc(N(C)C)cc1 (stereo unspecified),4%,-1%,8%,-15%,-24%,8%,32%[activator],2%,20%
CCOC(=O)CN1C(=O)N[C@@H](c2cccs2)C(C(C)=O)=C1C,-4%[57.1 µM],-8%,7%,-29%,-21%,i,0%,7%,20%
COc1cccc(Nc2nnc(SCN3C(=O)c4ccccc4C3=O)s2)c1,-18%,0%,-26%,-15%,-8%,-2%,-1%,-2%,37%
O=C(NC(=S)Nc1cccc([N+](=O)[O-])c1)C1CCCC1,u,-13%,1%,u,-28%,i,-2%,-15%,5%
COc1cccc(-n2c(Cc3cc(=O)[nH]c(=O)[nH]3)nnc2SCC(=O)N2CCCC2)c1,-1%,u,22%[56.9 µM],-12%,-5%[57.1 µM],-6%,7%,4%,56%[activator]
O=c1[nH]c(Nc2ccccc2)cc2ccccc12,-56%,u,-47%,u,u,-15%,16%,-10%,15%
CCc1nccn1CCC(=O)N1CCCC(Nc2ccc(F)cc2)C1 (stereo unspecified),14%,-1%,21%,-17%,-9%,0%,18%,0%,13%
COc1ccc(C(=O)N2CCN(c3ccc([N+](=O)[O-])c(-n4nc(C)cc4C)c3)CC2)cc1,-5%,2%,2%,3%,-26%,7%,1%,0%,15%
Cc1ccccc1C(=O)NNC(=O)c1ccc(F)cc1,14%[57.1 µM],0%,26%,0%,-8%,-10%,22%,1%,18%
CCCCN(CC)CCCNC(=O)C1CCN(c2ncnc3c2sc2cccc(F)c23)CC1,-2%[57.1 µM],-2%,-10%,5%,-21%,-1%,0%,3%,0%
CC(C)OCCCNC(=O)c1ccc(Br)cc1,5%,-3%,31%,x,8%,6%,x,-10%,21%
CCOC(=O)N1CCc2c(sc3c2c(=O)n(Cc2ccccc2)c(=O)n3Cc2c(F)cccc2Cl)C1,18%,2%,1%,0%,-4%,-2%,1%,3%,25%
CC(=O)Nc1ccc(S(=O)(=O)N(C)CC(=O)N/N=C/c2cccc(O)c2)cc1,26%[57.1 µM],-5%,23%,1%,-8%[57.1 µM],-3%,-7%,5%,14%
COc1ccc(NC(C)=O)cc1NC(=O)c1cccc(C(F)(F)F)c1,4%[57.1 µM],-4%,-14%,-6%,-21%,-1%,-6%,-3%,3%
CCCNC(=O)c1onc(CSc2ccccn2)c1C(=O)NCCC,-12%,1%,-9%,0%,-11%,-6%,-2%,4%,53%
O=C(c1cnc(N2CCN(c3ccccn3)CC2)c2ccccc12)N1CCN(c2cccc(Cl)c2)CC1,114%[activator][57.1 µM],7%,-11%,-6%,-12%,-5%,5%,-2%,11%
